From PubChem
ERAP1 HTS inh = blocks human ERAP1 aminopeptidase activity | recombinant ERAP1, Leu-AMC fluorescence, 60 min | inhibition, % at 10.7 µM | 340,000 compounds, 0.15% hits | AID 652197;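 active means mean replicate inhibition of at least 30%, or all replicates individually reaching that 30% level; inactive means mean below 30% and not every replicate reaching it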;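 further: 0% = neutral control wells and 100% = L-leucinethiol positive control wells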
Target sequence (Q9NZ08 whole entry, looked up): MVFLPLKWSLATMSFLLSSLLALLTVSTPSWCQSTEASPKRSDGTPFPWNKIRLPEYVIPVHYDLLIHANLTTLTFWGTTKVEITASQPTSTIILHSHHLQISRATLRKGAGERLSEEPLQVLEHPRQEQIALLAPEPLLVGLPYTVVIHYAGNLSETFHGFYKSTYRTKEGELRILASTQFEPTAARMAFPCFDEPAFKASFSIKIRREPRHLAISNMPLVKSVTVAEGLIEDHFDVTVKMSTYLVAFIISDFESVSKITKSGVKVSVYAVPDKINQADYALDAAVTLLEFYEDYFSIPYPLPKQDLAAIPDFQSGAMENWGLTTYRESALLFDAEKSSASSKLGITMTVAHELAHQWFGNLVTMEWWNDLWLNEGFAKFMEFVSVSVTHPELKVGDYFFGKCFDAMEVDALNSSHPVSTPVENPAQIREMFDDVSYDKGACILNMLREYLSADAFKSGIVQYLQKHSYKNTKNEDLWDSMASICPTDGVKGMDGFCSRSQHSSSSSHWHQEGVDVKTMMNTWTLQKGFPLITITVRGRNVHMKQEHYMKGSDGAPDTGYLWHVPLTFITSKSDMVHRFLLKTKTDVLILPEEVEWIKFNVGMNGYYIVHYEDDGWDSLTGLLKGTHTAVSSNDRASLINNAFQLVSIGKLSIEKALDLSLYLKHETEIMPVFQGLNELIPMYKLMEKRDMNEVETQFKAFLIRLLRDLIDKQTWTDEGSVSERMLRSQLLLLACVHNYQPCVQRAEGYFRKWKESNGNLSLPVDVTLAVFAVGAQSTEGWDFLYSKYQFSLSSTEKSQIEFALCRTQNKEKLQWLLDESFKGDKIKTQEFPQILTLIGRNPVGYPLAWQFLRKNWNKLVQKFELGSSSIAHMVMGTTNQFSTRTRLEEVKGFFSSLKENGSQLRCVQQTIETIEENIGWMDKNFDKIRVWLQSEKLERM
RAD52 anneal inh = inhibitors of human RAD52 DNA annealing; P43351; recombinant RAD52 DNA annealing, FRET fluorescence; inhibition, % at 18.7 µM; 360,000 compounds, 0.46% hits;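 active means every replicate showing at least 50% inhibition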
ARNT-TACC3 inh = disruptors of human ARNT/TACC3 interaction; AlphaScreen His-ARNT PAS-B/GST-TACC3 binding, luminescence; TACC3 fragment carries E629A point mutation; Q9Y6A5; AID 623870; 390,000 compounds, 0.66% hits; inhibition, % at 9.99 µM;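 active means mean inhibition of replicates at least 50% and at least half of replicates each reaching 50%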;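 further: 0% = complete ARNT plus TACC3 wells and 100% = ARNT alone without TACC3; many hits fall short of the cut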
RAD54 inh = RAD54 (human) branch migration inhibition; RAD54 Holliday junction branch migration, FAM/BHQ fluorescence; 360,000 compounds, 0.14% hits; inhibition, % at 10.4 µM;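 active means mean normalized replicate activity at least 40 and at least half of replicates scoring 40 or more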;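 further: 0% = median of neutral control wells and 100% = median of positive control wells; inhibitors cause a drop in the FAM fluorescence signal; in these data hits start at about 50%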
XiGFP reactiv = reactivates the inactive X chromosome in mouse fibroblasts | XiGFP mouse fibroblasts, % GFP-positive cells imaging, 3 d; cells co-treated with 5-aza-dC sensitizer; scaled so ellipticine positive control = 100% | activation, % at 7.58 µM | 360,000 compounds, 0.055% hits;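 active means mean normalized replicate activation at least 10% and every replicate at or above 10%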;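 further: 0% = median of on-plate neutral control wells and 100% = ellipticine 6 µM median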
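assay system = SV40-immortalized XiGFP fibroblast cells, line 68-5-11 | buffer or medium = DMEM plus 5-aza-dC sensitizer | doses = single-point pinned compound dosing | times = 3-day compound exposure, then 15 min fixation at room temperature | benchmarks = positive control ellipticine, 6 µM final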
F508del corr = CFTR F508del correction in bronchial cells. CFBE cells, YFP halide quenching; stimulated with forskolin plus potentiator P3; % fluorescence drop versus neutral controls. 350,000 compounds, 0.36% hits. activity (quench increase), % at 7.58 µM;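 active means mean added fluorescence quench of at least 8% versus neutral control, with both replicates also reaching 8%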;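 further: cells transiently co-express mutant CFTR-F508del with the halide-sensitive YFP; corrector assay measuring rescue of mutant channel to the surface after 24 h compound exposure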
esBAF inh = blocks esBAF chromatin remodeling in mouse ES cells. AID 602393. 350,000 compounds, 2% hits. Bmi1-luciferase knock-in reporter, 24 h; 100% = twice the neutral-well signal. reporter increase, % at 12.5 µM; in the data active means activation above about 40%;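 further: 0% = median of the plate's neutral control wells and 100% = double that signal; a rise in the Bmi1 reporter signal indicates esBAF inhibition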
GSIS activator = GLuc luminescence reporter in INS-1E cells, primary screen for activators of glucose-dependent secretion of insulin; AID 743287; INS-1E GLuc reporter insulin secretion, 2-3 h; 370,000 compounds, 0.61% hits; activation, % at 16.6 µM;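 active means lowest replicate activation of at least 40%, so every replicate reaches that level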;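 further: 0% = median of neutral control wells and 100% = median of IBMX positive control wells; some compounds called inactive have numbers as strong as hits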
Numbers without * were called inactive. This is a random part of the collection; any-hit rate near 3.3%.

How did COc1cccc(C#Cc2ccc3c(c2)[C@H]2[C@H](CCN2S(=O)(=O)c2cccc(OC)c2)[C@H](CO)N3)c1 do in these assays?
ERAP1 HTS inh: 2; RAD52 anneal inh: -28; XiGFP reactiv: 0.0; F508del corr: 2.3; GSIS activator: -20

How did CCN(CC)CCN(Cc1cc2cc3c(cc2[nH]c1=O)OCO3)C(=S)NCCOC do in these assays?
ERAP1 HTS inh: -3; RAD52 anneal inh: 0; ARNT-TACC3 inh: -4; RAD54 inh: 1; XiGFP reactiv: 0.0; F508del corr: -2.0; esBAF inh: 3; GSIS activator: 24

What do the screens show for `COC(=O)C1=C(C)N(Cc2ccccc2C(F)(F)F)C(=NCc2cccc(C(F)(F)F)c2)NC1c1ccc(C(F)(F)F)cc1` (configuration not stated)?
ERAP1 HTS inh: -5; RAD52 anneal inh: 3; XiGFP reactiv: 0.2; F508del corr: 3.1; GSIS activator: 103*

What do the screens show for `CCCNC(=O)[C@H](Cc1c[nH]c2ccccc12)NC(=O)c1ccccc1Cl`?
ARNT-TACC3 inh: 4; XiGFP reactiv: 0.0; esBAF inh: 38; GSIS activator: 4

How did CCOC(=O)CN1C(=O)C(=O)c2cccc(C)c21 do in these assays?
ERAP1 HTS inh: -3; RAD52 anneal inh: -10; ARNT-TACC3 inh: -2; RAD54 inh: 6; XiGFP reactiv: 0.0; F508del corr: -0.1; esBAF inh: -1

How did Cc1cccc(N2C(=O)Cc3ccccc3C2=O)c1 do in these assays?
ERAP1 HTS inh: -2; RAD52 anneal inh: -6; ARNT-TACC3 inh: 6; RAD54 inh: -13; XiGFP reactiv: 0.3; F508del corr: -4.1; esBAF inh: 0; GSIS activator: -14

How did COc1ccc([C@@H]2CC(=O)c3c(O)cc(O)cc3O2)cc1O do in these assays?
ERAP1 HTS inh: 0; RAD52 anneal inh: -9; ARNT-TACC3 inh: 15; RAD54 inh: 3; XiGFP reactiv: 0.1; F508del corr: -0.5; esBAF inh: 54*

What do the screens show for `COc1ccccc1C(=O)NCC(=O)N1CCN(S(=O)(=O)c2ccc3c(c2)OCCO3)CC1`?
ERAP1 HTS inh: 0; RAD52 anneal inh: 5; ARNT-TACC3 inh: -3; RAD54 inh: -7; XiGFP reactiv: 0.0; F508del corr: -0.2; esBAF inh: -5; GSIS activator: 17

How did O=C(N/N=C/c1ccc[nH]1)c1ccc2c(c1)OCO2 do in these assays?
ERAP1 HTS inh: -1; RAD52 anneal inh: -5; ARNT-TACC3 inh: 1; XiGFP reactiv: 0.0; F508del corr: -2.4; GSIS activator: -13

What do the screens show for `CCCNC(=O)N[C@@H]1C=C[C@@H](CC(=O)N2CCN(C)CC2)O[C@H]1CO`?
ERAP1 HTS inh: 2; RAD52 anneal inh: -1; ARNT-TACC3 inh: 0; RAD54 inh: -3; XiGFP reactiv: 0.4; F508del corr: -2.1; esBAF inh: 0; GSIS activator: -2

What do the screens show for `CC(C)N(C(=O)[C@H]1C[C@H](CC(=O)NCCN2CCOCC2)C(=O)N2CCc3c([nH]c4ccc(Cl)cc34)[C@]12C)C(C)C`?
ERAP1 HTS inh: 2; RAD52 anneal inh: 3; ARNT-TACC3 inh: -4; RAD54 inh: -8; XiGFP reactiv: 0.0; F508del corr: -2.2; esBAF inh: -4; GSIS activator: -4

How did CP(=O)(Nc1cc(Cl)ccc1Cl)c1nc2c(s1)CCCC2 (configuration not stated) do in these assays?
ERAP1 HTS inh: -2; RAD52 anneal inh: -15; ARNT-TACC3 inh: 9; RAD54 inh: -9; XiGFP reactiv: -0.2; F508del corr: -0.7; esBAF inh: 9; GSIS activator: -3

How did C[C@@H]1CCCCO[C@@H](CN(C)Cc2ccc(C(=O)O)cc2)[C@H](C)CN([C@@H](C)CO)C(=O)c2cc(NC(=O)Nc3cccc4ccccc34)ccc2O1 do in these assays?
ERAP1 HTS inh: -2; RAD52 anneal inh: -12; ARNT-TACC3 inh: -8; RAD54 inh: 7; XiGFP reactiv: 0.1; F508del corr: -0.5; esBAF inh: -10; GSIS activator: -4

How did CCN(CC)c1ccc(/C=N/Nc2nc(C)cc(C)n2)c(O)c1 do in these assays?
ERAP1 HTS inh: -1; RAD52 anneal inh: -52; ARNT-TACC3 inh: 69*; XiGFP reactiv: 0.5

How did CN1[C@@H]2c3ccc(-c4ccncc4)c(=O)n3C[C@H]1[C@H](CO)[C@H]2C(=O)Nc1nccs1 do in these assays?
ERAP1 HTS inh: 7; RAD52 anneal inh: -15; ARNT-TACC3 inh: 6; RAD54 inh: 11; XiGFP reactiv: 0.5; F508del corr: 1.5; esBAF inh: 6; GSIS activator: 1

How did CC[C@H](C)[C@H](NC(=O)OCc1ccccc1)C(=O)OCC(=O)N1CCN(c2ccc(F)cc2)CC1 do in these assays?
ERAP1 HTS inh: 2; RAD52 anneal inh: 0; ARNT-TACC3 inh: 5; RAD54 inh: -9; XiGFP reactiv: 1.2; F508del corr: -0.9; esBAF inh: 20; GSIS activator: -16

Results for C[C@@H]1CCCCO[C@@H](CN(C)S(=O)(=O)c2ccc(Cl)cc2)[C@@H](C)CN([C@H](C)CO)C(=O)c2cc(NS(=O)(=O)c3ccc(Cl)cc3)ccc2O1 ?
ARNT-TACC3 inh: -12; RAD54 inh: -9; XiGFP reactiv: 0.2; F508del corr: -1.8; esBAF inh: 0; GSIS activator: 29

How did COc1ccccc1NC(=O)c1ccc(NC(=O)CSc2nncn2C)cc1 do in these assays?
ERAP1 HTS inh: -1; RAD52 anneal inh: -21; ARNT-TACC3 inh: -1; XiGFP reactiv: 0.2; F508del corr: 0.6; esBAF inh: -3; GSIS activator: -7

How did Cc1c(N=Cc2nc3ccccc3n2C)c(=O)n(-c2ccccc2)n1C do in these assays?
ERAP1 HTS inh: 3; RAD52 anneal inh: -9; ARNT-TACC3 inh: 3; RAD54 inh: -4; esBAF inh: 19; GSIS activator: 6

How did CN(C)c1ccc(/C=C2\CCCCC2=O)cc1 do in these assays?
ERAP1 HTS inh: 9; RAD52 anneal inh: -17; XiGFP reactiv: 0.3; F508del corr: -0.7; GSIS activator: -1

Already shown: two of the compounds above.
How did COc1cccc(C#Cc2ccc3c(c2)[C@H]2[C@H](CCN2S(=O)(=O)c2cccc(OC)c2)[C@H](CO)N3)c1 do in these assays?
ERAP1 HTS inh: 2; RAD52 anneal inh: -28; XiGFP reactiv: 0.0; F508del corr: 2.3; GSIS activator: -20

How did CCN(CC)CCN(Cc1cc2cc3c(cc2[nH]c1=O)OCO3)C(=S)NCCOC do in these assays?
ERAP1 HTS inh: -3; RAD52 anneal inh: 0; ARNT-TACC3 inh: -4; RAD54 inh: 1; XiGFP reactiv: 0.0; F508del corr: -2.0; esBAF inh: 3; GSIS activator: 24

3 structures already listed, ordered by count of non-hydrogen atoms, ascending:
How did O=C(N/N=C/c1ccc[nH]1)c1ccc2c(c1)OCO2 do in these assays?
ERAP1 HTS inh: -1; RAD52 anneal inh: -5; ARNT-TACC3 inh: 1; XiGFP reactiv: 0.0; F508del corr: -2.4; GSIS activator: -13

How did CCN(CC)c1ccc(/C=N/Nc2nc(C)cc(C)n2)c(O)c1 do in these assays?
ERAP1 HTS inh: -1; RAD52 anneal inh: -52; ARNT-TACC3 inh: 69*; XiGFP reactiv: 0.5

What do the screens show for `CC(C)N(C(=O)[C@H]1C[C@H](CC(=O)NCCN2CCOCC2)C(=O)N2CCc3c([nH]c4ccc(Cl)cc34)[C@]12C)C(C)C`?
ERAP1 HTS inh: 2; RAD52 anneal inh: 3; ARNT-TACC3 inh: -4; RAD54 inh: -8; XiGFP reactiv: 0.0; F508del corr: -2.2; esBAF inh: -4; GSIS activator: -4

The results go on.
What do the screens show for `COc1ccccc1/C=C/C(=O)NCC(=O)N=Nc1c(O)[nH]c2ccccc12`?
ERAP1 HTS inh: -3; RAD52 anneal inh: -8; ARNT-TACC3 inh: -1; RAD54 inh: -3; XiGFP reactiv: 0.0; F508del corr: 1.2; esBAF inh: -12; GSIS activator: -6

How did CCOC(=O)c1cc(C#N)c(SCC(=O)OC)[nH]c1=O do in these assays?
ERAP1 HTS inh: 5; RAD52 anneal inh: -13; ARNT-TACC3 inh: -2; XiGFP reactiv: 0.3; F508del corr: -0.6; esBAF inh: -4; GSIS activator: -4

What do the screens show for `CC(=C/c1ccc(C(C)C)cc1)/C=N/NC(=O)CSc1ccccn1`?
ERAP1 HTS inh: 2; RAD52 anneal inh: -10; XiGFP reactiv: 0.1; F508del corr: -4.0; GSIS activator: -3

What do the screens show for `COc1ccc(S(=O)(=O)Nc2ccc3c(c2)CC(=O)N([C@@H](C)CO)C[C@H](C)[C@@H](CN(C)C)O3)cc1`?
ERAP1 HTS inh: -1; RAD52 anneal inh: 12; ARNT-TACC3 inh: 12; RAD54 inh: 0; XiGFP reactiv: -0.5; F508del corr: -1.6; esBAF inh: -3; GSIS activator: 0

Results for COc1ccc(-n2c(SCC(=O)C(C)(C)C)nc3c(sc(=S)n3-c3ccccc3)c2=O)c(OC)c1 ?
ERAP1 HTS inh: 0; RAD52 anneal inh: -5; ARNT-TACC3 inh: 1; RAD54 inh: 5; XiGFP reactiv: 0.0; F508del corr: -2.7; esBAF inh: 1; GSIS activator: -26

What do the screens show for `CCCc1cc2c(=O)c(-c3ccc4c(c3)OCCO4)coc2cc1OS(C)(=O)=O`?
ERAP1 HTS inh: 1; RAD52 anneal inh: -3; ARNT-TACC3 inh: -3; XiGFP reactiv: 0.1; GSIS activator: 13

Results for Cc1csc(NC(=O)CN2C(=O)COc3ccc(Cl)cc32)n1 ?
ERAP1 HTS inh: 0; RAD52 anneal inh: -11; ARNT-TACC3 inh: -2; RAD54 inh: 1; XiGFP reactiv: -0.1; F508del corr: -2.4; esBAF inh: 3; GSIS activator: 4

What do the screens show for `C[C@@H]1CN([C@@H](C)CO)C(=O)Cc2cc(NC(=O)CCN3CCOCC3)ccc2O[C@@H]1CN(C)C(=O)NC1CCCCC1`?
XiGFP reactiv: -0.3; F508del corr: -1.4; esBAF inh: 3; GSIS activator: 0

Results for Cc1ccc(S(=O)(=O)N(C)C[C@@H]2Oc3ccc(NC(=O)Cc4ccccc4)cc3C(=O)N([C@@H](C)CO)C[C@@H]2C)cc1 ?
ERAP1 HTS inh: -6; RAD52 anneal inh: 13; ARNT-TACC3 inh: -7; RAD54 inh: -14; XiGFP reactiv: -1.0; F508del corr: 2.4; esBAF inh: 3; GSIS activator: -18

What do the screens show for `CN(Cc1ccccn1)C(=O)c1cc(COc2ccc(F)c(F)c2)on1`?
ERAP1 HTS inh: 3; RAD52 anneal inh: 2; RAD54 inh: 7; XiGFP reactiv: 0.1; F508del corr: 0.6; esBAF inh: 73*; GSIS activator: -2

Results for CCC(=O)Nc1ccc2c(c1)OC[C@H](C)N(C(=O)c1ccccn1)C[C@H](C)[C@H](OC)CN(C)C2=O ?
ERAP1 HTS inh: -3; RAD52 anneal inh: -1; XiGFP reactiv: 0.1; F508del corr: 0.2; GSIS activator: -3

What do the screens show for `O=C(CCNC(=O)c1ccccc1Cl)Nc1cc(S(=O)(=O)N2CCOCC2)ccc1N1CCCC1`?
ERAP1 HTS inh: -2; RAD52 anneal inh: -19; ARNT-TACC3 inh: -2; RAD54 inh: -2; XiGFP reactiv: 0.0; F508del corr: 1.2; esBAF inh: -1; GSIS activator: -21

How did COc1ccc(OCC(=O)Nc2cccc(S(=O)(=O)N(C)c3ccccc3)c2)c([N+](=O)[O-])c1 do in these assays?
ERAP1 HTS inh: 0; RAD52 anneal inh: -11; ARNT-TACC3 inh: 0; RAD54 inh: 5; XiGFP reactiv: 0.1; F508del corr: 3.8; esBAF inh: 25

Results for Cc1ccccc1NC(=O)CSc1n[nH]c(-c2ccco2)n1 ?
ERAP1 HTS inh: 1; RAD52 anneal inh: -17; ARNT-TACC3 inh: 0; RAD54 inh: -12; XiGFP reactiv: 0.2; F508del corr: 0.0; esBAF inh: 2; GSIS activator: -1
